# Screens from PubChem BioAssay.
# Caspase-7 inhib – caspase-7 (human) inhibition, allosteric or competitive | P55210 | recombinant caspase-7, Ac-DEVD-AFC fluorescence rate | Potency, µM (titrated, usually from 57.5 µM), inactives show at the top dose activity change, negative = inhibition, hits mostly inhibitors | actives 0.02% (n = 75,000) | AID 889; active = well fitted inhibition curve with a large enough effect in the main read-out, with a control signal flat, not every such curve was filed as active; inconclusive = small, poorly fitted or top-dose-only effect, or a change in a side signal; note: potency is the fitted concentration of half-maximal effect; % of control where 0% means no effect
# Tau fil binding – binders of human tau filaments. P10636. Potency, µM (doses to about 57.1 µM), inactives show at the highest dose activity change, negative = inhibition. actives 2% (n = 71,000). recombinant tau filaments, thioflavin S fluorescence, 15 h; filaments grown with octadecylsulfate alongside compound;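 note: potency is the fitted concentration of half-maximal effect; % is set by controls: 0 for no effect and ±100 for the full control effect; actives lower thioflavin S fluorescence by blocking filaments or displacing dye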
#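 Tau 2 uM in ThS buffer dispensed; compound added; 60 uM ODS added (finals 1 uM tau, 30 uM ODS); 15 h 37 C; fluor ex450/em510.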
# FLuc inh – inhibitors of firefly luciferase | P08659 | purified firefly luciferase, luminescence, 8 min | Potency, µM (doses to about 57.1 µM), without a hit: at the highest dose activity change, negative = inhibition, usual class: inhibitors | actives 2.2% (n = 72,000) | AID 411; note: potency is the fitted concentration of half-maximal effect; % is set by controls: 0 for no effect and ±100 for the full control effect; nearly all actives have a fitted effect of over 40% in size
#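 Substrate buffer containing 10 uM ATP (pH 7.2 imidazole, Mg2+, KCl, detergent, BSA) is dispensed, compound pinned in, then luciferase/luciferin detector mix added. After 8 min at ambient temperature, light output is measured.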
# ERK AVP inh – inhibitors of vasopressin-stimulated ERK signaling pathway; Potency, µM (highest dose often 57.5 µM), for the others: at the top dose activity, negative = inhibition, hits mostly inhibitors; HEK293-V1b, vasopressin-stimulated pERK AlphaScreen; actives 0.99% (n = 72,000); note: potency is the fitted concentration of half-maximal effect; % is set by controls: 0 for no effect and ±100 for the full control effect; nearly all actives have a fitted effect of over 55% in size
#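 qHTS, compounds titrated on V1b-expressing HEK293 cells. Preincubation 30 min at 37C, vasopressin 25 nM for 5 min, lysis 10 min, bead incubation 5 hr at room temperature.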
# HEK293 cAMP ctrl – counter-screen for TSHR agonists: cAMP increase in parental HEK293; parental HEK293 CNG cAMP sensor, membrane potential fluorescence; Potency, µM (doses to about 57.1 µM), for inactives: top-dose activation, usual class: activators; actives 2.5% (n = 73,000); AID 938; note: potency is the fitted concentration of half-maximal effect; % of control where 0% means no effect; nearly all actives have a fitted effect of over 55% in size
#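 Parental HEK 293 cells stably expressing a modified CNG channel (no TSHR) report cAMP rise as membrane depolarization. Membrane potential dye with 100 uM RO 20-1724 was loaded for 60 min at room temperature, then compound added for 30 min; fluorescence read at 590 nm.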
# USP2a inhib – blocks human ubiquitin-specific protease USP2a; O75604; USP2a enzymatic assay, qHTS inhibition; Potency, µM (titrated, usually from 38.3 µM), inactives show at the top dose activity change, negative = inhibition, hits mostly inhibitors; actives 0.1% (n = 60,000); AID 927;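 note: potency is the fitted concentration of half-maximal effect; nearly all actives have a fitted effect of over 60% in size; plate controls were DMSO for no effect and NEM full inhibition control for full effect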
#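 Inhibition is measured in a cell-free coupled assay with 20 nM USP2 core, 20 nM Ub-PLA2 and 20 uM NBD C6-HPC, 2.5 h incubation. Activity normalized to NEM control.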
# BRCT PPI green – inhibitors of human BRCA1 BRCT-phosphoprotein interaction (green fluorophore) | Potency, µM (top dose mostly 76.9 µM), without a hit: top-dose activity change, negative = inhibition, most hits filed as inhibitors | actives 0.05% (n = 75,000) | P38398 | BRCA1 BRCT-phosphopeptide binding, green fluorescence polarization;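 note: potency is the fitted concentration of half-maximal effect; plate controls were peptide without protein for full effect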
#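 Fluorescence polarization: His-tagged BRCT (~35 kDa BRCA1 C-terminus, 250 nM) bound to 100 nM fluorescein-labeled phosphorylated 10-aa BACH1 peptide, pH 7.3 phosphate buffer with DTT and Tween 20. Compounds incubated 12 min at room temperature; inhibition read as lowered polarization.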
# A350 fluor – compounds fluorescent in Alexa 350 spectral region | Compound autofluorescence, 340/450 nm, Alexa 350 dye-equivalents; hits give high values | max dye-equivalent concentration, M | actives 11% (n = 59,000) | AID 590; in the data active = max dye-equivalent concentration above about 10 nM; inconclusive = mostly about 1.1 nM to 9.6 nM
# Caspase-1 inhib – caspase-1 (human) inhibition, allosteric or competitive; actives 0.03% (n = 75,000); AID 900; Potency, µM (titrated, usually from 57.5 µM), for inactives: top-dose activity change, negative = inhibition, usual class: inhibitors; Caspase-1 enzyme, Ac-WEHD-AFC fluorogenic rate;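 note: potency is the fitted concentration of half-maximal effect; plate controls were vehicle for no effect and no substrate for full effect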
# BRCT PPI red – disrupts BRCA1 BRCT binding to phosphoprotein, red fluorophore readout. Potency, µM (series often up to 76.9 µM), inactives show top-dose activity change, negative = inhibition, actives largely listed as inhibitors. actives 0.03% (n = 75,000). BRCT-phosphopeptide binding, red fluorescence polarization. P38398; note: % is set by controls: 0 for no effect and ±100 for the full control effect
#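 Fluorescence polarization: 100 nM His-tagged BRCA1 BRCT with 100 nM TAMRA-labelled phospho-BACH1 decapeptide, phosphate buffer pH 7.3 with 150 mM NaCl, DTT, 0.01% Tween 20; 12 min RT. Binding inhibition seen as FP decrease.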
# CRE Fsk mod – CRE-bla signaling modulation under forskolin stimulation. CHO CRE-bla reporter (cAMP response element driving beta-lactamase), forskolin EC10, beta-lactamase ratio. Potency, µM (titrated, usually from 38.2 µM), inactives show at the top dose activity change, negative = inhibition, hits mostly activators. actives 2.5% (n = 71,000). AID 662; active = well fitted activation curve with a large enough effect in the signal ratio, with a control signal flat, not every such curve was filed as active; inconclusive = small, poorly fitted or top-dose-only effect, or effect the other way, or a change in a side signal; the % refers to the signal ratio; note: potency is the fitted concentration of half-maximal effect; % of control where 0% means no effect
#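 CRE-bla CHO reporter cells treated with compound titration plus EC10 NKH 477 (water-soluble forskolin), incubated 3 h at 37 °C; CCF4 loading 2 h at room temperature, 460/530 nm emission ratio read, AC50 values derived for positive or negative modulators.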
# * marks the source's active call; other numbers are inactive results; i = inactive; ? = inconclusive; nt = not tested or not shown; [ ] = remark or other dose. Unless noted, calls come from the whole dose curve; as a rule, active = well fitted curve in the direction sought with a large enough effect; inconclusive = small, poorly fitted or top-dose-only effect, or another doubt; inactive = no such curve, though single readings can be large; an effect the other way counts as inactive or inconclusive.
SMILES,Caspase-7 inhib,Tau fil binding,FLuc inh,ERK AVP inh,HEK293 cAMP ctrl,USP2a inhib,BRCT PPI green,A350 fluor,Caspase-1 inhib,BRCT PPI red,CRE Fsk mod
COC(=O)N/C(C)=C1/NC(=O)c2ccccc2C(c2ccccc2)N1 (stereo unspecified),0%,5%,-1%,12%,2%,-4%,0.9%,i,0%,-0.1%,1%
CCOCCCNC(=O)c1cn(C)c(=O)c2cc(OC)c(OC)cc12,0%,-3%,-3%,-2%,-3%,-2%,-0.2%,i,3%,0.3%,5µM*
Cc1ccccc1C(=O)N1CCN(c2nc(N3CCOCC3)nc(N3CCOCC3)n2)CC1,-1%,-3%,-3%,7%,0%,8%,0.4%,i,1%,-0.9%,0%
Cc1ccc2cc(CCNC(=O)c3ccco3)c(=O)[nH]c2c1C,2%,7%,?,nt,18%,nt,-1.9%,nt,-2%,0.5%,?
O=C(Nc1nccs1)c1nc(-c2ccccc2)n(-c2ccccc2)n1,1%,7%,3%,-10%,7%,2%,-2.0%,1.1e-08M*,-1%,0.3%,-1%
CC(CCO)Nc1nc2c([nH]1)c(=O)n(C)c(=O)n2C (stereo unspecified),1%,2%,3%,-18%,0%,-3%,-2.1%,i,0%,1.4%,7%
N#Cc1nc(Cc2ccccc2)oc1N1CCN(c2cccc(Cl)c2)CC1,0%,15%,1%,49%[activator],?,-6%,-1.4%,i,-2%,1.7%,5%
c1cncc(-c2nc(NCc3ccco3)c3ccccc3n2)c1,-1%,-6%,-5%,?,25µM*,-2%,21%,i,3%,-10%,?
Cc1ccc(CN2CCN(Cc3ccc(C)o3)[C@@H](C)C2)o1,-3%[11.5 µM],2%[11.4 µM],3%[11.4 µM],-17%[11.5 µM],-1%[11.4 µM],nt,-1.2%[15.4 µM],i,1%[11.5 µM],0.7%[15.4 µM],5%[7.6 µM]
COc1ccccc1NC(=O)CSc1nnc(-c2ccccn2)n1Cc1ccco1,0%,-4%,2%,-22%,-8%,2%,0.1%,i,-2%,0.2%,10µM*
O=C(CSc1nnc(-c2cccnc2)o1)Oc1ccccc1,1%,-10%,4%,?,-3%,0%,-1.4%,i,-1%,0.0%,-4%
COCc1cc(C)nc(SCC(=O)N2CCC(C)CC2)c1C#N,-1%,-1%,-1%,-11%,24%,16%,-2.7%,i,1%,-0.4%,3%
O=C(O)C(Sc1ccc(Cl)cc1)Sc1ccc(Cl)cc1,1%[11.5 µM],0%[11.4 µM],3%[11.4 µM],14%[11.5 µM],23%[11.4 µM],nt,-0.6%[15.4 µM],i,0%[11.5 µM],-0.5%[15.4 µM],-1%[7.6 µM]
CCOC(=O)CNC(=O)CSc1nnnn1-c1ccc(C)c(C)c1,0%,3%,0%,0%,3%,13%,1.0%,i,0%,-1.9%,-21%
COc1ccc(NC(=O)N2CCC3(CC2)CCN(C(=O)c2ccco2)CC3)cc1,-10%,7%,1%[11.4 µM],-17%,-6%,16%,-1.4%,i,-9%,-1.6%,-9%
C=CC(C)(C)c1[nH]c2ccccc2c1C1=C(O)C(=O)C(c2c[nH]c3c(CC=C(C)C)cccc23)=C(O)C1=O,-21%,32µM*,-1%,?,7%,nt,-5.9%,nt,-8%,-5.8%,?
CCOC(=O)CNC(=O)Nc1cc(C(C)(C)C)nn1-c1ccccc1,1%,-5%,0%,-4%,16%,-5%,-3.6%,i,4%,-1.3%,-11%
CN(C)C(=S)c1ccc2ccccc2n1,0%,1%,1%,10%,16%,-4%,-0.9%,nt,-2%,0.7%,-5%
Cn1nnnc1SCC(=O)Nc1ccc(Br)cc1Cl,-1%,-3%,2%,-2%,4%,1%,0.4%,i,0%,-0.5%,-8%
CC(C)C[C@@H](N)C(=O)Nc1ccc2ccccc2c1,-1%[11.5 µM],-1%[11.4 µM],0%[11.4 µM],-6%[11.5 µM],-2%[11.4 µM],nt,-2.5%[15.4 µM],?,0%[11.5 µM],-0.9%[15.4 µM],-9%[7.6 µM]
Cc1ccc2cc(CN(Cc3ccc4c(c3)OCO4)Cc3nnnn3Cc3ccco3)c(=O)[nH]c2c1,-10%,72%,1%,13%,22%,262%[activator],10%,i,-9%,2.4%,15%
O=C(CSc1nnc(COc2cccc3ccccc23)o1)N1CCN(C(=O)c2ccco2)CC1,-2%,18%,1%,15%,32%,32%[activator],-0.8%,i,-1%,-0.9%,5%
O=C1c2ccccc2C(=O)N1CCC(c1ccc(F)cc1)c1ccco1 (stereo unspecified),0%,?,4%,-12%,27%,-8%,-1.2%,?,-1%,0.4%,3%
CC1CC1C(=O)OCC(=O)NCc1ccccc1Cl (stereo unspecified),1%,-8%,-1%,4%,9%,2%,-3.6%,?,2%,-0.5%,-6%
CCOC(=O)n1ccn(C)c1=S,1%,-6%[25.6 µM],2%[25.5 µM],-7%,-7%[25.6 µM],-9%,-0.8%[3.08 µM],i,-1%,-1.3%,-4%[17.1 µM]
CCCCCn1c(CNC(=O)COC)nc2ccccc21,-3%,-6%,3%,-1%,4%,1%,-0.9%,i,0%,0.9%,-3%
CCN(CC)S(=O)(=O)c1ccc2c(c1)nc(CCC(=O)OCC(=O)N1CCc3ccccc31)n2C,-4%,400%,-2%,?,6%,30%[activator],3.2%,i,0%,-0.5%,?
CC(=O)NC1C(=O)N=C(SCC(=O)NC(C)c2ccccc2)NC1=O (stereo unspecified),1%,-3%,3%,7%,16µM*,-5%,1.2%,i,-1%,-0.5%,1%
CC(C(=O)Nc1ccccn1)N1C(=O)C2C3C=CC(C3)C2C1=O (stereo unspecified),-1%,-4%,1%,10%,12%,-2%,-2.1%,i,1%,-0.1%,-10%
CCCNC(=O)NC1C(NC(=O)NCCC)N(C)C(=O)N1C (stereo unspecified),0%,-5%,-1%,1%,-2%,-3%,-0.7%,i,-1%,1.2%,?

# 3 of the compounds above, with bars between the fields.
Molecule | Caspase-7 inhib | Tau fil binding | FLuc inh | ERK AVP inh | HEK293 cAMP ctrl | USP2a inhib | BRCT PPI green | A350 fluor | Caspase-1 inhib | BRCT PPI red | CRE Fsk mod
CC(C(=O)Nc1ccccn1)N1C(=O)C2C3C=CC(C3)C2C1=O (stereo unspecified) | -1% | -4% | 1% | 10% | 12% | -2% | -2.1% | i | 1% | -0.1% | -10%
CCCNC(=O)NC1C(NC(=O)NCCC)N(C)C(=O)N1C (stereo unspecified) | 0% | -5% | -1% | 1% | -2% | -3% | -0.7% | i | -1% | 1.2% | ?
Cc1ccccc1C(=O)N1CCN(c2nc(N3CCOCC3)nc(N3CCOCC3)n2)CC1 | -1% | -3% | -3% | 7% | 0% | 8% | 0.4% | i | 1% | -0.9% | 0%

# New compounds follow:
SMILES,Caspase-7 inhib,Tau fil binding,FLuc inh,ERK AVP inh,HEK293 cAMP ctrl,USP2a inhib,BRCT PPI green,A350 fluor,Caspase-1 inhib,BRCT PPI red,CRE Fsk mod
COc1ccc(CCn2c(-c3ccco3)nc3oc4ccccc4c(=O)c3c2=O)cc1,-1%,-8%,0%,-6%,-4%,6%,1.2%,i,3%,1.2%,3%
CC(C)CN(CC(C)C)C(=O)CS(=O)(=O)Cc1ccccc1,-2%,-26%,2%,-12%,8%,-2%,-1.9%,i,-1%,-0.3%,-10%
COc1ccc(C2C(C(=O)N3CCOCC3)=C(C)NC3=C2C(=O)CC(C)(C)C3)cc1O (stereo unspecified),-5%,10%,1%,-1%,9%,-1%,0.5%,1e-07M*,-3%,0.1%,0%
COc1cc(NC(=O)c2cc(CC(C)C)on2)c(OC)cc1Cl,-1%,28%,-2%,93%[activator],9%,nt,1.1%,nt,-3%,-0.1%,14%
CCC(C)Oc1cccc(OCCCCN2C(=O)NC(C)(C)C2=O)c1 (stereo unspecified),-1%,-17%,-2%,-7%,11%,3%,-2.1%,i,-3%,-0.5%,1%
Cc1oc(/N=C/c2cccc3ccccc23)c(C#N)c1C,-8%,0.79µM*,-5%,?,-6%[11.4 µM],8%[7.66 µM],2.6%,nt,-10%,0.5%,?
CCOC(=O)c1[nH]c2ccc(F)cc2c1NC(=O)c1cc(OC)c(OC)c(OC)c1,-2%,57%,-1%,?,-7%,19%,-1.0%,i,-4%,0.2%,6.3µM*
Cc1cc(C(=O)COC(=O)Cn2c(C(F)(F)F)nc3ccccc32)c(C)n1Cc1ccco1,-3%,110%,-19%,-2%,?,16%,-1.4%,i,-3%,0.9%,8%
O=C(NCCC(=O)N1CCN(c2ncccn2)CC1)c1ccccc1,6%,1%,3%,12%,-1%,-5%,-1.0%,i,1%,-0.4%,?
Cc1ccc(C)c(-c2nc3ccc(N)cc3[nH]2)c1,-1%,-29%,-17%,21%,10%,26%,-0.1%,5.1e-08M*,-2%,-0.3%,-26%
